SENP6 inh – inhibitors of human SENP6 protease; inhibition, % at 10 µM; Recombinant SENP6 catalytic domain, aminoluciferin luminescence; Q9GZR1; hit rate 1.8% among 330,000;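 active means inhibition above about 50% at the single tested dose, limit read from the data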;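 further: plate controls were DMSO wells with enzyme for no effect and DMSO wells lacking enzyme for full effect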
SENP8 block-1 – inhibitors of human SENP8 protease; Q96LD8; recombinant SENP8, Nedd8 substrate fluorescence; inhibition, % at 20 µM; hit rate 0.64% among 360,000; AID 602440; in the data active means inhibition mostly above about 40%, no sharp cut-off; inactive means mostly below about 27%
Target sequence (Q96LD8 whole entry, looked up): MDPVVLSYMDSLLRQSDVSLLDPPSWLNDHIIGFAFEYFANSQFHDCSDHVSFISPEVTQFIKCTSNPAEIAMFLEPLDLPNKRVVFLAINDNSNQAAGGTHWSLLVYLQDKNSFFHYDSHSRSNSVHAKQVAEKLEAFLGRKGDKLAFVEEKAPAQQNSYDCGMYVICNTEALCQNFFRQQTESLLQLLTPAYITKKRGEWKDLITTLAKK
PfGluPho inh – PfG6PD (Plasmodium falciparum) enzyme inhibition; PfGluPho enzyme, NADPH resazurin-diaphorase fluorescence; inhibition, % at 20 µM; hit rate 0.78% among 350,000; AID 504690;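 active means inhibition reaching at least a set limit at 20 µM in the primary screen, cut at about 59% in these data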;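 further: 0% = DMSO wells with substrate and 100% = DMSO wells lacking glucose-6-phosphate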
HKDC1 inhibitor – blocks human hexokinase HKDC1 activity; recombinant HKDC1, G6PDH/diaphorase resazurin coupled fluorescence; hit rate 0.16% among 340,000; AID 493160; inhibition, % at 20 µM; Q2TB90;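 active means inhibition above about 35% when tested at 20 µM, limit read from the data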;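 further: plate controls were DMSO wells with enzyme for no effect and DMSO wells lacking enzyme for full effect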
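Assay system: recombinant HKDC1 hexokinase; detection: coupled resazurin fluorescence, excitation 525 nm, emission 613 nm; benchmarks: DMSO-plus-enzyme-mix negative control, buffer-substituted positive control; compound dosing: single 20 µM dose; schedule: 90 min at room temperature in dark; also added: glucose plus 1 mM ATP as hexokinase substrates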
SENP7 inh – blocks the human protease SENP7. hit rate 1.5% among 330,000. recombinant SENP7, Z-RLRGG-aminoluciferin luminescence, 40 min. inhibition, % at 5 µM. AID 434973. Q9BQF6;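 active means inhibition above about 50% at the single test dose, limit read from the data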;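 further: plate controls were DMSO with enzyme for no effect and no enzyme buffer wells for full effect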
Target sequence (Q9BQF6 706-1050 limits assumed): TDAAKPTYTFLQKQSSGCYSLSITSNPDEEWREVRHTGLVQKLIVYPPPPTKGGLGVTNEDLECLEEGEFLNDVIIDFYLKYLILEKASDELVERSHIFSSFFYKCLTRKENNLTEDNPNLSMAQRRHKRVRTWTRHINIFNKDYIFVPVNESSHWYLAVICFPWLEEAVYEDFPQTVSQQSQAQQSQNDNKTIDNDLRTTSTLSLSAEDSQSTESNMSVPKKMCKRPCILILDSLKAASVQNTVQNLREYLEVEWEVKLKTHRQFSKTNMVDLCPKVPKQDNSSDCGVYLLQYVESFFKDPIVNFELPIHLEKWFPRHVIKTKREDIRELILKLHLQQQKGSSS
SENP8 block-2 – inhibitors of human SENP8 protease; purified SENP8, Z-RLRGG-aminoluciferin cleavage, luminescence; Q96LD8; AID 2540; inhibition, % at 10 µM; hit rate 1.2% among 330,000; in the data active means inhibition above about 50%
SENP1 FRET inh – blocks the human SENP1 SUMO protease catalytic domain; AID 624204; recombinant SENP1 catalytic domain, CyPet-SUMO1-YPet FRET cleavage; inhibition, % at 10 µM; Q9P0U3; hit rate 0.21% among 360,000;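 active means inhibition at least 30% at 10 µM, raw YFP signal under a set limit, fluorescence ratio 0.5 to 1.5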;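 further: 0% = enzyme with DMSO and 100% = no enzyme wells; some results filed as inactive read as strong as hits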
Target sequence (Q9P0U3 419-644 limits assumed): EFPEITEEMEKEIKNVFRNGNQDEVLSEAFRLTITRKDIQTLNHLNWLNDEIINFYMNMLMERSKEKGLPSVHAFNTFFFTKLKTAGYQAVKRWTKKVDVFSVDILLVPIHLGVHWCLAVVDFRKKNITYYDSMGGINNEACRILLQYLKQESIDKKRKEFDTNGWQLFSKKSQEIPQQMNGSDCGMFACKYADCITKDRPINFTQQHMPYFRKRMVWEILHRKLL
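Controls: no-enzyme wells low, DMSO-plus-enzyme wells high control. Test system: human recombinant His6-tagged SENP1 catalytic domain enzyme. Reagent: SFCypet-SUMO1-SFYpet FRET protein substrate, 25 nM final. Doses: one dose per compound, 10 µM, 0.5% DMSO. Detection: FRET, CFP and YFP emission. Timing: 50 min reaction at room temperature.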
Apaf-1 inh – inhibitors of human Apaf-1 apoptosome; O14727; reconstituted apoptosome caspase-3 activity, DEVD-Rh110 fluorescence; inhibition, % at 20 µM; hit rate 0.71% among 330,000; AID 489030; active means inhibition of at least 40% at 20 µM;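 further: plate controls were DMSO wells for no effect and DEVD-CHO caspase inhibitor wells for full effect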
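System: Apoptosome proteins | Medium: Hepes pH 7.5 with detergent and BSA | Also added: Cytochrome c trigger plus (Z-DEVD)2-Rh110 caspase-3 substrate | Incubation: 30 min compound preincubation, 50 min activation, room temperature | Detection: Rhodamine 110 fluorescence at Ex 480/Em 540 nm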
An asterisk follows results filed as active; nt = no result given.

SMILES	SENP6 inh	SENP8 block-1	PfGluPho inh	HKDC1 inhibitor	SENP7 inh	SENP8 block-2	SENP1 FRET inh	Apaf-1 inh
COc1cccc(C(c2nnnn2CCc2ccccc2)N2CCN(c3ccccc3)CC2)c1OC (stereo unspecified)	-10	8	23	8	-3	2	2	20
CC(=O)c1ccc(N2CCN(S(=O)(=O)c3ccc4c(c3)CC(C)N4C(C)=O)CC2)cc1 (stereo unspecified)	-3	-192	4	1	1	-3	2	5
Cc1ccc(C(C)(C)NC(=O)C2CCC(=O)N(CC3CCCCC3)C2)cc1 (stereo unspecified)	-4	14	4	-3	16	-3	0	4
COc1c(C)cc(S(=O)(=O)N2CCOCC2)c(C)c1C	3	8	3	-8	2	-1	1	-7
CN(C)NC(=O)c1ccsc1NC(=O)c1ccc(S(=O)(=O)N2CCCC2)cc1	-7	9	3	2	-6	-9	3	2
COc1cc(C(=O)NCC(=O)OCc2cc(=O)oc3c(C)c(C)ccc23)cc(OC)c1OC	-33	4	5	-2	-5	-7	1	-1
CCOc1ccc(C(=O)NNC(=O)CCNC(=O)c2ccco2)cc1OC	-3	8	14	-6	-2	6	1	2
COc1ccc(NC(=O)C2CCCN(c3cnccn3)C2)cc1 (stereo unspecified)	-14	-293	-7	-7	2	-2	1	-1
COc1ccc(-c2csc(N)n2)cc1	-1	23	5	-1	-12	-13	0	4
CCN(CC)c1nc(=S)nc(NC(C)(C)C)[nH]1	-4	5	15	1	-5	2	3	-8
Cc1ccc(S(=O)(=O)Cn2nnnc2C(CC(C)C)N2CCN(C(=O)c3ccco3)CC2)cc1 (stereo unspecified)	6	11	-16	2	7	-2	-3	11
O=C(CCCCCNc1nc(=S)[nH]c2ccccc12)NCCc1c[nH]c2ccccc12	-4	18	16	-2	-5	-9	-3	-1
COc1ccc(CNC(=O)CSCc2ccccc2Cl)cc1	0	10	0	-5	7	-5	1	1
Cc1ccnn1CC(=O)N/N=C/c1cn[nH]c1-c1ccc(F)cc1	-10	10	-14	-8	3	1	0	-11
COc1ccc(S(=O)(=O)NC2CCSc3ccccc32)cc1OC (stereo unspecified)	0	4	-8	-7	6	0	-3	4
O=c1[nH]c2ccccc2n2c(-c3ccccc3)nnc12	-1	-8	102*	47*	-6	-7	-31	26
Cc1cccc(N2CCN(C(=O)COc3ccc4ccc(=O)oc4c3)CC2)c1C	7	-29	29	-2	-9	-7	0	18
Cc1c(CC(=O)N[C@@H](C)C(=O)O)c(=O)oc2cc3occ(-c4ccccc4)c3cc12	-28	-182	-3	-4	-5	-1	0	2
O=C(O)c1cccc2c3c([nH]c12)CCCC3	-8	0	-8	-7	-1	4	-6	0
O=C(O)CCCN1C(=O)C(=O)/C(=C(/O)c2ccc(Cl)cc2)C1c1ccccc1 (stereo unspecified)	5	-48	-15	10	4	4	2	-20
NC(=S)Nc1cc(Cl)ccc1Cl	-4	7	3	-1	3	2	2	-10
O=C(NCCc1ccccc1)c1ccccc1Cl	34	-2	-14	-9	22	-3	0	1
CC(C)(CNC(=O)c1ccc(-c2ccccc2Cl)o1)N1CCOCC1	3	22	2	4	-1	-5	1	20
COCc1cc(=O)[nH]c(-c2ccc(C(F)(F)F)cc2)n1	-4	23	-10	8	15	-3	1	-2
O=C(c1ccc(C(F)(F)F)cc1)n1ccc(-c2cccs2)n1	-34	-17	-3	-2	-3	-29	6	-11
CC1CCCC(NC(=O)CSc2nccn2C)C1C (stereo unspecified)	-3	10	14	2	-10	-10	0	1
Cc1ccc(S(=O)(=O)N2CCCCC2CCNC(=O)C(=O)Nc2ccccc2F)cc1 (stereo unspecified)	-16	8	24	2	6	-4	3	16
COc1ccc(OCC(=O)N2CCN(C(=O)c3cccc(F)c3)CC2)cc1	-25	28	-15	-11	-3	-5	-1	-4
O=C(CSc1ncnc2scc(-c3ccccc3)c12)N1CCN(c2ccccc2F)CC1	nt	6	-3	16	nt	nt	-23	nt
CCC1CCCCN1Cc1c(O)ccc2c(=O)c(-c3ccccc3OC)coc12 (stereo unspecified)	-6	-481	-1	-4	-11	-2	-2	1

Random excerpt: 5 compounds from above
SMILES	SENP6 inh	SENP8 block-1	PfGluPho inh	HKDC1 inhibitor	SENP7 inh	SENP8 block-2	SENP1 FRET inh	Apaf-1 inh
Cc1ccnn1CC(=O)N/N=C/c1cn[nH]c1-c1ccc(F)cc1	-10	10	-14	-8	3	1	0	-11
O=C(CCCCCNc1nc(=S)[nH]c2ccccc12)NCCc1c[nH]c2ccccc12	-4	18	16	-2	-5	-9	-3	-1
NC(=S)Nc1cc(Cl)ccc1Cl	-4	7	3	-1	3	2	2	-10
CCN(CC)c1nc(=S)nc(NC(C)(C)C)[nH]1	-4	5	15	1	-5	2	3	-8
O=C(O)CCCN1C(=O)C(=O)/C(=C(/O)c2ccc(Cl)cc2)C1c1ccccc1 (stereo unspecified)	5	-48	-15	10	4	4	2	-20

Carrying on.
SMILES	SENP6 inh	SENP8 block-1	PfGluPho inh	HKDC1 inhibitor	SENP7 inh	SENP8 block-2	SENP1 FRET inh	Apaf-1 inh
O=C(CCCn1c(=S)[nH]c2cc3c(cc2c1=O)OCO3)N1CCN(c2ccccn2)CC1	nt	3	9	-8	nt	nt	-1	nt
O=[N+]([O-])CC(=Nc1ccc(F)cc1)N/N=C\c1oc(O)c2ccccc12	17	nt	nt	nt	0	-1	nt	13
Cc1ccc(NC(=O)CCN2CCN(C/C=C/c3ccccc3)CC2)cc1	-12	4	-2	-4	-8	-2	-2	13
COc1ccc(NC(=O)c2ccc3[nH]c(=O)c(=O)[nH]c3c2)c(OC)c1	12	-8	11	4	-2	6	0	-6
Cc1nc(SCC(=O)c2c(N)n(C3CC3)c(=O)[nH]c2=O)[nH]c(=O)c1CCO	5	3	3	-4	-2	1	2	-17
CCOC(=O)CN(C(=O)CSc1nnc2c(n1)[nH]c1ccc(F)cc12)c1ccccc1	0	-3	6	4	2	2	1	19
CCCCNC(=O)CN(c1cccc(Br)c1)S(C)(=O)=O	-4	9	-2	3	9	-6	2	0
Cc1cc(C)c2ccc(=O)n(CC(=O)N/N=C/c3ccccc3Cl)c2n1	-1	-37	-18	0	-3	-6	-1	-5
O=C(COC(=O)C1CCN(c2ccc(C(F)(F)F)cn2)CC1)c1cccc(Br)c1	-2	-13	27	-3	-3	5	3	9
Cc1ccc(NC(=O)c2c(-c3c(F)cccc3Cl)noc2C)cc1F	-17	19	13	3	0	-6	1	9
COc1cc(C(=O)Nc2ccccc2C(=O)NCc2cccnc2)cc(OC)c1OC	3	4	-4	-2	4	2	0	8
CCN(CC)S(=O)(=O)c1cc(NC(=O)c2ccccc2OCc2c(C)noc2C)ccc1C	nt	-1	12	-1	nt	nt	2	nt
CCC(C)(C)NC(=O)CN(C(=O)C(=O)Nc1ccc2c(c1)OCCO2)N1CCOCC1	-20	12	-5	-9	-5	0	1	0
COC(=O)c1sc(NC(=O)C2c3ccccc3Oc3ccccc32)c(C(=O)OC)c1C	-14	-4	-1	-7	-6	1	-2	-3
O=S(=O)(c1ccc(Cl)cc1)n1cccn1	-12	11	16	-7	3	7	2	-3
CCOC(=O)C1=C(c2ccccc2)NC(=S)NC1c1ccc(Cl)c([N+](=O)[O-])c1 (stereo unspecified)	-6	nt	nt	nt	1	-8	nt	11
Cc1c(Cl)cccc1NC(=O)c1cccc(NC(=O)CCC(=O)O)c1	-4	7	4	-2	12	-6	1	10
CC1CN(C(=O)c2ccc(S(=O)(=O)Nc3ccccc3F)cc2)CC(C)O1 (stereo unspecified)	-2	19	-25	-2	-2	20	1	-4
CCOc1ccc(N2C(=O)CC(N3CCOCC3)C2=O)cc1 (stereo unspecified)	10	13	-14	-15	4	0	0	-17
CC1(C)Cc2nc3sc4c(=O)n(CC(N)=O)cnc4c3cc2CO1	-20	-18	6	-1	-14	-10	-1	0
COC(=O)c1ccc2c(=O)n(CCCCCC(=O)O)c(=O)[nH]c2c1	-3	-294	4	-15	-3	9	1	2
N#C/C(=C\c1ccc(OCC(N)=O)cc1)C(=O)NC1CC1	-16	-1	11	-4	9	-8	-1	3
Cc1[nH]c2ccccc2c1/C=N/Nc1nncn1N	1	22	69*	1	5	3	0	0
Cn1nnnc1Sc1ncnc2scc(-c3cccc(S(C)(=O)=O)c3)c12	2	-11	0	-5	-6	-10	-2	5
COc1ccc(NC(=O)COC(=O)c2ccc(N3CCCC3=O)cc2)cc1OC	-13	15	-4	-1	-5	-9	0	7
O=C(CCc1ccccc1)Nc1cc(C(=O)O)cc(C(=O)O)c1	9	12	-19	-10	-3	1	2	-7
COc1ccc(Cn2c(=N)c(C(=O)NCC3CCCO3)cc3c(=O)n4ccccc4nc32)cc1 (stereo unspecified)	-8	-196	9	-4	-8	3	-22	-3
O=C(O)c1ccc(S(=O)(=O)c2ccc3c(c2)C(=O)N(c2ccccc2[N+](=O)[O-])C3=O)cc1	-5	14	-17	0	-9	-3	3	-4
COc1ccc(Cn2nc(-c3ccccc3)c(N3CCCCC3)cc2=O)cc1	5	15	-15	-3	6	9	-1	46*
Cc1ccc([N+](=O)[O-])c(OCCCN2CCCCCC2)c1	2	16	-10	-7	0	-5	0	10
CN(C)C(=O)C1C2NC(=S)N(c3ccc(Cl)cc3)C1(C)Oc1ccc(Cl)cc12 (stereo unspecified)	9	12	-7	2	-1	-13	1	11
Cc1ccc(CNC(=O)N2CCN(S(=O)(=O)c3ccccc3)CC2)cc1	-17	8	4	0	-11	-2	2	2
CC(CCc1ccccc1)NC(=O)C1CCCN(C(=O)c2cc3sccc3n2C)C1 (stereo unspecified)	12	1	-16	7	0	-10	-3	1
CS(=O)(=O)c1ccc(C(=O)N2CCN(C(=O)c3ccco3)CC2)cc1	-3	15	15	-4	0	5	2	-10
O=C(O)c1ccc(NC(=O)c2cccc(N3C(=O)C4C5CCC(C5)C4C3=O)c2)cc1 (stereo unspecified)	-23	11	4	-3	-8	-9	-1	-2
COc1ccc(C)cc1N(C(=O)Cn1nnc(-c2ccc(C)o2)n1)C(C(=O)NC1CCCC1)c1ccncc1 (stereo unspecified)	-24	15	5	7	5	4	2	7
COc1ccc(-n2nc3c(c2NC(=O)c2ccc(N4C(=O)CCC4=O)cc2)CSC3)cc1	-24	6	2	-1	5	-5	1	2
Cn1c(=O)c2cc(S(=O)(=O)NCCC(=O)NC3CCCCCCC3)ccc2n(C)c1=O	-2	15	-22	0	-10	-3	0	6
CC(=O)Nc1nnc(SCc2cc(=O)c(OC(=O)c3ccccc3)co2)s1	-15	16	-11	-2	-2	-11	1	8
NS(=O)(=O)c1ccc(CCNC(=O)C2CCC(Cn3c(=S)[nH]c4ccccc4c3=O)CC2)cc1 (stereo unspecified)	1	5	-4	4	5	0	-1	0
COc1cccc(CNC(=O)CCC2CCCN(Cc3cc(Cl)ccc3O)C2)c1 (stereo unspecified)	-11	9	0	-7	-8	-5	3	8

Entries listed above printed as active in PfGluPho inh.
molecule | SENP6 inh | PfGluPho inh | HKDC1 inhibitor | SENP7 inh | SENP1 FRET inh
O=c1[nH]c2ccccc2n2c(-c3ccccc3)nnc12 | -1 | 102* | 47* | -6 | -31
Cc1[nH]c2ccccc2c1/C=N/Nc1nncn1N | 1 | 69* | 1 | 5 | 0

Source: PubChem BioAssay (Sanford-Burnham Center for Chemical Genomics)
